Assay outcomes as filed in PubChem BioAssay.
Arr AP2 block = inhibitors of beta-arrestin/AP2 binding, primary screen, biochemical, GPCR trafficking, flow cytometry. beta-arrestin 1 C-terminal peptide binding to AP2 beta2-adaptin appendage (human). FITC-arrestin peptide / GST-AP2 beads; AP2 beta2 appendage carries R879A mutation. inhibition, % at 10 µM. hit rate 0.31% among 340,000. AID 504490, 2011;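 active = inhibition above a set limit, near 3 SD of compounds lacking own fluorescence, cut at about 54% in these data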;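 note: plate controls were DMSO wells for no effect and 5 µM unlabelled arrestin peptide for full effect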
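System: GST-AP2 R879A glutathione beads. Medium: PBS with 0.05% Tween 20 and 0.1% BSA. Also added: FITC-arrestin peptide, 50 nM. Incubation: 12 min plus 1 h, RT. Measured by: high-throughput flow cytometry of beads, ex 488, em 535 nm. Evaluation: percent drop in bead-associated FITC signal.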
Keap1 Nrf2 FP = Keap1-Nrf2 protein-protein interaction inhibitors, primary screen, biochemical, fluorescence polarization, single point; Kelch-like ECH-associated protein 1 (Homo sapiens), Q14145; Keap1 Kelch-Nrf2 peptide fluorescence polarization, 1536-well; AID 504523, 2011; hit rate 0.15% among 340,000; inhibition, % at 9.4 µM; in the data active = inhibition above about 12%;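 note: human Keap1 Kelch domain with fluorescein labeled Nrf2 9mer peptide probe; 0% = neutral control wells and 100% = peptide positive control; higher means more block of Keap1 binding to Nrf2 peptide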
SR-BI uptake up = activators of SR-BI mediated DiI-HDL uptake, primary screen, ldlA[mSR-BI] CHO cells, DiI fluorescence | 3 h; 100 = double the neutral-control signal | activation, % at 12.5 µM | hit rate 0.096% among 320,000;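 active = mean replicate activation of at least 60% and every replicate at or above 60%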;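 note: 0% = median plate neutral-control signal and 100% = twice that signal; values of inactives mirror those of a sister screen read the other way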
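Test system: SR-BI-overexpressing, LDLR-lacking CHO cells. Measured by: DiI fluorescence, bottom read. Medium: Ham's F12 with 0.5% BSA, HEPES 25 mM, pH 7.4. Timing: 3 h uptake period with compound, 37 °C.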
PKA-R2B act = activators of PKA-R2B holoenzyme, primary screen, biochemical, fluorescence polarization, Cy5-IP20, human | PKA-R2B holoenzyme dissociation; R2B truncated from residue 108, S112A mutant; 0% DMSO only, 100% 113 µM cGMP | hit rate 0.079% among 340,000 | activation, % at 11.4 µM | AID 504700, 2011;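 active = activation above a cutoff set at the mean over all compounds plus 3 SD, cut at about 18% in these data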;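 note: higher means more holoenzyme dissociation and a rise in polarization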
Target sequence (P31323 whole entry, looked up, other chains not shown, the tested form may be a part): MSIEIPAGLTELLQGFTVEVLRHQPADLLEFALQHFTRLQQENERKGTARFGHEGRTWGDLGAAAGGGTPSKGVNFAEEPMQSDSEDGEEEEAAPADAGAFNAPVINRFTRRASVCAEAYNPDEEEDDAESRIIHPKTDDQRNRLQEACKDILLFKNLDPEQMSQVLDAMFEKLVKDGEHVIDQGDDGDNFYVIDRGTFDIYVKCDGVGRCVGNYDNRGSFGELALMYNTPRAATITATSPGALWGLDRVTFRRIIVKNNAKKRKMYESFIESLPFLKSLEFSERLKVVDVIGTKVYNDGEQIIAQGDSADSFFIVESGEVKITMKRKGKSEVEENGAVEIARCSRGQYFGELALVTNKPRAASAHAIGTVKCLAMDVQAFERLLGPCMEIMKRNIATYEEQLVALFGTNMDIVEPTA
RTF Ca sens inh = cardiac RTF calcium sensitivity inhibitors, primary screen, biochemical, IANBD-TnC fluorescence, EC70 calcium | IANBD-labeled cardiac RTF, Ca2+ fluorescence | inhibition, % at 7.15 µM | hit rate 0.12% among 340,000 | AID 493244, 2011;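 active = inhibition above the mean inhibition of all tested compounds plus 3 SD, cut at about 17% in these data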;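 note: assay run at fixed EC70 calcium of 1.6 mM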
SR-BI DiI inh = inhibitors of SR-BI mediated HDL lipid uptake, primary screen, ldlA[mSR-BI] cells, fluorescence, single point; ldlA[mSR-BI] CHO cells, DiI-HDL uptake fluorescence, 3 h; AID 488896, 2010; inhibition, % at 12.5 µM; Scavenger receptor class B member 1 (Mus musculus), Q61009; hit rate 0.96% among 320,000;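 active = mean replicate inhibition of at least 70% and a set share of replicates each scoring 70 or more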;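 note: 0% = median of neutral control wells and 100% = median of positive control wells; values of inactives mirror those of a sister screen read the other way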
LANA DNA inh = inhibitors of KSHV C-LANA binding to DNA, primary screen, biochemical, fluorescence polarization, FAM-LBS DNA, MBP-C-LANA, single point; inhibition, % at 9 µM; hit rate 0.078% among 340,000; Kaposi's sarcoma herpesvirus LANA C-terminal domain (residues 932-1162) DNA binding;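 active = highest replicate inhibition at or above 60% at 9 µM, even if other replicates fall short; inactive = all replicates below 60% inhibition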;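 note: 0% = neutral control wells and 100% = 4 µM acridine orange control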
NSD2 inh = NSD2 histone methyltransferase inhibitors, primary screen, biochemical, AlphaScreen, single concentration, set 2; Histone-lysine N-methyltransferase NSD2 (Homo sapiens), O96028; NSD2 peptide methylation, 120 min; inhibition, % at 12.5 µM; hit rate 0.54% among 310,000; AID 743445, 2014; in the data active = inhibition above about 50%
DAGLB inh = DAGLB lipase inhibitors, primary screen, biochemical, fluorescence, HTS; hit rate 0.059% among 340,000; HEK293T DAGLB membrane lysate, EnzChek fluorogenic substrate; AID 504411, 2011; inhibition, % at 5.17 µM; Diacylglycerol lipase-beta (Homo sapiens), Q8NCG7; in the data active = inhibition above about 34%;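 note: 0% = enzyme with vehicle and 100% = wells lacking enzyme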
Target sequence (Q8NCG7 whole entry, looked up): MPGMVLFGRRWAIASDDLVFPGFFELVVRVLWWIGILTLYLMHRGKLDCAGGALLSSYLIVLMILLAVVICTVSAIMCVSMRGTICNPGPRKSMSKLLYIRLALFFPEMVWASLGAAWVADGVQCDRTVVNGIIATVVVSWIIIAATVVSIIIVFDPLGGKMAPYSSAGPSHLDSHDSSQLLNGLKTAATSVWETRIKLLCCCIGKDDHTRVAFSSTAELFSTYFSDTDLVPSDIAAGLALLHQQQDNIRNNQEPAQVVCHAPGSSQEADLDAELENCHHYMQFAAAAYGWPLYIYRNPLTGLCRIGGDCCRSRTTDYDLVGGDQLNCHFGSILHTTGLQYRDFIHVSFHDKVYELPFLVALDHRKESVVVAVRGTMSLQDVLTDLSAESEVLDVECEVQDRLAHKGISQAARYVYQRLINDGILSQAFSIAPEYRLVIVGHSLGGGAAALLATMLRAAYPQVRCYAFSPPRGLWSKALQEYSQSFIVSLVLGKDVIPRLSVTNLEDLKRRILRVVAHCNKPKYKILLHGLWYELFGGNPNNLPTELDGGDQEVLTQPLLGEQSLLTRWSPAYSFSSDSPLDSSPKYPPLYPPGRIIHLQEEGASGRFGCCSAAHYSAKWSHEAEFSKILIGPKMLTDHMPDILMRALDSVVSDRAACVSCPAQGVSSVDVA
PvdQ inh = P. aeruginosa PvdQ acylase inhibitors, primary screen, biochemical, fluorescence, plate reader and imaging, single point | PvdQ acylase [Pseudomonas aeruginosa LESB58] | purified PvdQ acylase | inhibition, % at 10 µM | hit rate 0.063% among 340,000 | AID 488965, 2010; in the data active = inhibition above about 30%, passing the limit was not always enough;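 note: 0% = vehicle neutral wells and 100% = reference inhibitor wells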
* marks the source's active call; other numbers are inactive results; x = not tested or not shown; & = joins results of further samples.

SMILES | Arr AP2 block | Keap1 Nrf2 FP | SR-BI uptake up | PKA-R2B act | RTF Ca sens inh | SR-BI DiI inh | LANA DNA inh | NSD2 inh | DAGLB inh | PvdQ inh
O=C(N/N=C\c1ccc([N+](=O)[O-])o1)C1COc2ccccc2O1 (centres undefined) | 30 | 2 | -8 | 3 | -1 | 8 | 0.9 | 1 | 3 | -10
CCN(CC(=O)Nc1c(F)cccc1F)C(=O)Cc1n[nH]c(=O)c2ccccc12 | 0 | -1 | 18 | -1 | -2 | -18 | 0.7 | 0 | 4 | -11
Cc1cc(C)n(C(=O)CCCCCC(=O)n2nc(C)cc2C)n1 | 8 | -7 | 9 | 0 | -4 | -9 | 1.3 | -10 | -6 | -11
CCOc1ccc(/C=C2\SC(=S)N(CCC(=O)Nc3ccccc3C(=O)O)C2=O)cc1 | -5 | -9 | -13 | 4 | -14 | 13 | 1.8 | 5 | 1 | -9
Cc1ccn2c(C(=O)NNC(=O)Nc3ccc(Cl)cc3)c(C)nc2c1 | 2 | -2 | 16 | -3 | -5 | -16 | -0.6 | 1 | 1 | 9
O=C(CN(c1ccccc1)S(=O)(=O)c1ccccc1)NCCSCc1ccco1 | -2 | -6 | 31 | -2 | 5 | -31 | -1.9 | -1 | -3 | -15
O=C(NCc1ccccc1)C(=O)NCC1OCCN1S(=O)(=O)c1ccc([N+](=O)[O-])cc1 (centres undefined) | -5 | -5 | 19 | -4 | -14 | -19 | -1.1 | 0 | 4 | -5
CCC(C(=O)Nc1ncccn1)(C(F)(F)F)C(F)(F)F | -6 | -3 | 22 | -4 | 5 | -22 | 0.5 | -6 | 1 | -7
Cc1ccc(OCC(=O)Nc2ccccc2C(=O)N2CCCC2)cc1 | 12 | -2 | -13 | 3 | -5 | 13 | -1.6 | 0 | -3 | -11
CCCCn1c(N)c(N(C)C(=O)c2ccc(-n3cccn3)cc2)c(=O)[nH]c1=O | -9 | 2 | 6 | -2 | -6 | -6 | 0.1 | 1 | -1 | -12
CC(=O)c1cccc(NS(=O)(=O)c2ccc3c(c2)N(C(C)=O)CCO3)c1 | -6 | -2 | 8 | -4 | 4 | -8 | 0.4 | -1 | 1 | -9
CCOC(=O)C1=NNC2(CC(=O)N(c3cccc(C)c3)C2=O)C1 (centres undefined) | 4 | 3 | 23 | -3 | 6 | -23 | -1.1 | -5 | -2 | -5
CC(C)(C)c1ccc(C(=O)O/N=C(\N)c2ccccn2)cc1 | -8 | 1 | 9 | -3 | 7 | -9 | -1.1 | x | -1 | -12
COc1ccc(Cl)cc1N=Cc1c(O)cc(C)oc1=O | -3 | 4 | 15 | -6 | -2 | -15 | 0.6 | -2 | 2 | -10
C/C(=N\Nc1c(F)c(F)c(Br)c(F)c1F)c1ccncc1 | -3 | -1 | -45 | -8 | 1 | 45 | 0.6 | -2 | -2 | -10
Cc1ccc(C)c(C(=O)CCC(=O)N2CCN(c3ncccn3)CC2)c1 | -15 | 5 | -5 | 0 | -5 | 5 | 1.1 | 1 | -2 | -20
CCN1CCN(Cc2ccc(NC(=O)c3cc(NC(=O)c4cncc(-c5ccc(C#N)cc5)c4)cc(OC)c3)cc2C(F)(F)F)CC1 | -11 | -6 | -28 | 9&-15 | -1 | 28 | 1.1 | x | 3&1 | -14
COC(=O)C1(Cc2ccccc2)NC(c2ccc(F)cc2)C2C(=O)N(C)C(=O)C21 (centres undefined) | 7 | 2 | 13 | 6 | -1 | -13 | -0.9 | -2 | -4 | -7
CCC(C)NC(=O)CN1C(=O)NC2(CCOc3ccccc32)C1=O (centres undefined) | 12 | -1 | -4 | 0 | 1 | 4 | 0.6 | 4 | 1 | -5
Cc1nnc(NC(=O)C23CC4CC(CC(C4)C2)C3)s1 | -1 | -1 | 14 | -7 | -1 | -14 | 2.0 | -1 | -5 | -16
COC(=O)c1ccc(C(c2c(C)[nH][nH]c2=O)c2c(C)[nH][nH]c2=O)cc1 | 0 | -5 | 26 | 2 | -4 | -26 | 1.1 | 0 | 0 | -12
CN(C)c1ccc(-c2cc([C@H]3[C@@H]4C=CCC[C@@]4(C)C(=O)N3Cc3ccccc3)ccc2F)cc1 | 2 | -5 | -21 | -5 | 4 | 21 | -0.7 | x | -6 | -16
COc1ccc(NC(=O)CN(C)CC(=O)NC2CCCCC2C)cc1 (centres undefined) | -12 | -1 | 17 | 4 | -8 | -17 | -2.3 | 0 | 3 | -14
CC(/C=N/NC(=O)c1cccnc1)=C\c1ccco1 | 4 | -4 | 13 | -8 | -2 | -13 | 1.1 | 3 | 1 | 11
Cc1scc(C(=O)NNC(=O)CCC(=O)O)c1C | 12 | -4 | -5 | -8 | 3 | 5 | -1.9 | -4 | 1 | 3
CCN(CC)Cc1c(O)ccc2c(-c3ccccc3)cc(=O)oc12 | 21 | 2 | 3 | 8 | -8 | -3 | -2.0 | -3 | 2 | -4
Cn1c(N/N=C2\CCCc3ccccc32)nc2c1c(=O)n(Cc1ccc(F)cc1)c(=O)n2C | 4 | -7 | -51 | 11 | -1 | 51 | -0.4 | 2 | -1 | 11
O=C1CC(N(O)c2ccccc2)C(=O)N1c1cc(Cl)cc(Cl)c1 (centres undefined) | 0 | 2 | -16 | -2 | 1 | 16 | -0.5 | -1 | 4 | -17
CSc1ccc(CNCCCN(C)C)cc1 | 3 | 1 | 26 | 6 | 1 | -26 | 2.2 | 0 | 1 | -8
CCCCn1c(N)c(N(CCOC)C(=O)c2ccc3c(c2)C(=O)N(c2cc(C)ccc2C)C3=O)c(=O)[nH]c1=O | 1 | 2 | 8 | 0 | 2 | -8 | 1.1 | 1 | 2 | -5
CC(NC(=O)c1cc(S(=O)(=O)N2CCOCC2)ccc1F)c1ccc(-n2ccnc2)cc1 (centres undefined) | -7 | -6 | 14 | -13 | -3 | -14 | 0.0 | -3 | -1 | -15
CC(C)CN(CCOc1cccc(N2C(=O)C3=C(CCCC3)C2=O)c1)CC(C)C | -40 | -3 | 23 | -3 | 2 | -23 | 0.2 | 3 | -23 | -9
Cc1c(C(=O)NCCN2CCCC(O)C2)oc2c(F)cccc12 (centres undefined) | 58* | 4 | x | 3 | 0 | -29 | -2.2 | -4 | -2 | 6
CC1CCCN(CC(O)COc2ccc3c(c2)OCO3)C1 (centres undefined) | 16 | 0 | 31 | 0 | 6 | -31 | 1.2 | -1 | -1 | 1
Cc1cc(CN2CCN(CC(=O)Nc3cc(C(F)(F)F)ccc3-n3cncn3)CC2)no1 | 1 | -2 | 7 | 11 | -8 | -7 | 0.4 | -3 | 0 | -5
COc1ccc(NC(=O)CSc2nnc(Cc3cccn3C)n2CCc2ccccc2)cc1OC | 24 | -5 | -9 | 3 | -9 | 9 | -0.6 | 2 | 0 | -1
O=C(OCC(=O)N1CCCC1)c1cccc(Br)c1 | 37 | 0 | 8 | 4 | -5 | -8 | -1.4 | 4 | -1 | 9
CCOC(CCNC(=O)c1cc2c(=O)[nH]c3ccccc3c2s1)OCC | -3 | 0 | -8 | -9 | 1 | 8 | 0.3 | -3 | -3 | -19
COCCN(C(=O)CCc1nnc(CCc2c[nH]c3ccccc23)o1)C(C)C | 0 | -5 | 6 | -3 | -3 | -6 | 1.6 | -2 | -1 | -13
Cc1cc(=O)oc2cc(NS(=O)(=O)c3ccc(F)cc3)ccc12 | 24 | -3 | 13 | -5 | 2 | -13 | 0.4 | -3 | 0 | -49
CC1CCC(N2CCN(c3ccc([N+](=O)[O-])cc3)CC2)CC1 (centres undefined) | 8 | -4 | -8 | -2 | -16 | 8 | -2.8 | 9 | 1 | -3
O=C(NCCCn1ccnc1)/C(=C\c1cccs1)NC(=O)c1cccs1 | -9 | 2 | 7 | 7 | -4 | -7 | 0.7 | 1 | 4 | 3
O=C(CSc1ncnc2nc[nH]c12)N1CCN(c2ccccc2)CC1 | 4 | 2 | -7 | -1 | 0 | 7 | -0.3 | 3 | 2 | -17
CC(C)N(CCNC(=O)C1CCN(S(=O)(=O)N2CCOCC2)CC1)Cc1ccccc1 | -2 | -3 | 18 | 2 | -2 | -18 | -1.2 | -2 | 0 | -13
Cc1cccc(C(=O)CC(=O)c2cc(Cl)ccc2O)c1 | 4 | -3 | x | -5 | -24 | 30 | 0.1 | x | -8 | -14
CC(O)[C@H]1CN=C(N)N1CC(C)(C)C (some centres undefined) | 6 | -4 | 1 | 7 | 8 | -1 | 0.2 | x | 3 | -4
CCOC(=O)Cc1csc(NC(=O)CN2C(=O)c3ccccc3C2=O)n1 | 4 | -5 | x | 1 | -9 | x | -0.4 | -3 | 0 | -14
N#Cc1nc(-c2ccco2)oc1NCc1ccco1 | -2 | 1 | 5 | -1 | -5 | -5 | 0.2 | 7 | -3 | -10
CCOC(=O)c1c(C)[nH]c(C(=O)COC(=O)C23CC4CC(CC(Cl)(C4)C2)C3)c1C | 12 | -2 | 10 | 0 | -6 | -10 | 0.5 | 1 | -3 | 7
Clc1cccc(Cl)c1Cn1nnc(N2CCCC2)n1 | 9 | 2 | 3 | -11 | 2 | -3 | -1.5 | -1 | -4 | -11

Full records, looked up by structure. Values in the order: Arr AP2 block, Keap1 Nrf2 FP, SR-BI uptake up, PKA-R2B act, RTF Ca sens inh, SR-BI DiI inh, LANA DNA inh, NSD2 inh, DAGLB inh, PvdQ inh
Entry for CCOC(=O)Cc1csc(NC(=O)CN2C(=O)c3ccccc3C2=O)n1 → 4, -5, x, 1, -9, x, -0.4, -3, 0, -14
Entry for Clc1cccc(Cl)c1Cn1nnc(N2CCCC2)n1 → 9, 2, 3, -11, 2, -3, -1.5, -1, -4, -11
Entry for Cc1cccc(C(=O)CC(=O)c2cc(Cl)ccc2O)c1 → 4, -3, x, -5, -24, 30, 0.1, x, -8, -14
